GPR151 ag – human GPR151 activation. 650,000 tested, 1% active. PathHunter beta-arrestin GPR151 cells, luminescence. activation, % at 11.2 µM; in the data active = activation above about 4.9%;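 also: 0% = median of compound wells and 100% = cells with positive control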
Target sequence (Q8TDV0 whole entry, looked up): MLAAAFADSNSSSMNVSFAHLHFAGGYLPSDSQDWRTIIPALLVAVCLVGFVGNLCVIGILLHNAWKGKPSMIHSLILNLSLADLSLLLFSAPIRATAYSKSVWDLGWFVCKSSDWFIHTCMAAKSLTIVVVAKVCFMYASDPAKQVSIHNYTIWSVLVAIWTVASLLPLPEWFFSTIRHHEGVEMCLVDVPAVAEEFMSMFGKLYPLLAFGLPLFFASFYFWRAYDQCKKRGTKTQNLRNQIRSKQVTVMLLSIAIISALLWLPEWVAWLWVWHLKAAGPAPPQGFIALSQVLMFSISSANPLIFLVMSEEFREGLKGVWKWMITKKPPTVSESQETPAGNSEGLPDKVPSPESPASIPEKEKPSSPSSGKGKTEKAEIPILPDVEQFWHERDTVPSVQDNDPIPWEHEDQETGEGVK
TEAD-YAP inh – TEAD-YAP interaction inhibition; HEK-TIYL cells, TEAD-Gal4/YAP UAS-luciferase luminescence; inhibition, % at 9.12 µM; 640,000 tested, 1.4% active; AID 1259422; in the data active = inhibition above about 32%;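 also: 0% = median of test compound wells and 100% = reference inhibitor wells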
FBW7 act – activators of human E3 ligase FBW7. Q969H0. AlphaScreen FBW7–phospho-cyclin E peptide binding, activator screen. normalized activity (activation), % at 26.1 µM. 650,000 tested, 0.13% active; in the data active = normalized activity above about 1.9%;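 also: purified mutant Fbw7 with reduced substrate affinity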
MITF inh – inhibitors of human MITF; O75030; AlphaScreen MITF homodimerization, bead proximity signal; inhibition, % at 2.6 µM; 650,000 tested, 0.91% active; AID 1259374; in the data active = inhibition above about 50%;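 also: 0% = vehicle wells with protein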
Target sequence (O75030 whole entry, looked up): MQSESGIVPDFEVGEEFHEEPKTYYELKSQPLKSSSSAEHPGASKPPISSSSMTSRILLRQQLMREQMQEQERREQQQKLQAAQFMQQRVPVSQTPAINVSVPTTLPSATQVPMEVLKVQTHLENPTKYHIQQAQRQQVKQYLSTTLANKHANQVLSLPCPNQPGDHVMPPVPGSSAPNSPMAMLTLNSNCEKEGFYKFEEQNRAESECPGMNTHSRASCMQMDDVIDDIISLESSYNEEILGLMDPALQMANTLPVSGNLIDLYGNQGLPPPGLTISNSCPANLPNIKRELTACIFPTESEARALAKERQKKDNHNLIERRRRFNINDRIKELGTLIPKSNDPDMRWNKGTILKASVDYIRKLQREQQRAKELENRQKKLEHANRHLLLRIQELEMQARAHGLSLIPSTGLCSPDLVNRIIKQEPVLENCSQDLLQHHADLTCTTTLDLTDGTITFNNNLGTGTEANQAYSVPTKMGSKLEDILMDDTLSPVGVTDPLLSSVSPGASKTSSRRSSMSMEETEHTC
Numbers without * were called inactive; & = joins results of further samples.

SMILES	GPR151 ag	TEAD-YAP inh	FBW7 act	MITF inh
N=c1sccn1CC(=O)Nc1ccc(I)cc1	0.2	-2	-0.1	13
CCOC(=O)N1CCN(C(=O)c2noc(C)c2[N+](=O)[O-])CC1	-0.8	0	-0.2	-1
O=C(COc1ccccc1)N/N=C/c1ccccc1O	-1.0	-4	0.0	14
Cc1cc(NCCCN2CCOCC2)n2nc(C)c(-c3ccc(F)cc3)c2n1	-0.9	-8	-0.1	-4
CCOc1ccccc1OCC(=O)N/N=C(/C)c1ccc(Cl)cc1	0.4	69*	0.4	9
COC(=O)c1cccc(C(=O)Oc2ccc(C(C)=O)cc2)n1	2.3	-2	-0.1	1
COC(=O)CC1(O)c2ccccc2C(=O)N1Cc1ccccc1 (configuration not stated)	1.4	7	0.2	12
COc1ccc(C(=O)/C=C(\C)Nc2ccc(Cl)cc2)cc1	0.9	18	0.2	10
Cc1nc(NCc2ccc(C(F)(F)F)cc2)sc1-c1ccn(C)n1	-1.6	4	0.4	-6
O=c1c2cc([N+](=O)[O-])cc([N+](=O)[O-])c2[nH]n1-c1ccccc1	-3.4	0	-0.3	12
O=C(Nc1ccccc1I)c1cccnc1	2.4	-10	0.0	-8
C/C(Nc1ccccc1O)=C1/C(=O)CC2C1C2(C)C (configuration not stated)	-0.1	-3	0.0	-7
COC(CNC(=O)C1CCCN(Cc2nc(-c3ccc(Cl)cc3)oc2C)C1)OC (configuration not stated)	0.2	12	-0.2	3
CCOC(=O)c1c(NC(=O)CSc2nnc(CNC(=O)c3ccc(OC)cc3)n2C2CCCCC2)sc2c1CCC2	0.7	-8	0.4	15
COc1ccc(NS(=O)(=O)c2cc(C(=O)Nc3ccccc3)ccc2C)cc1	0.3	16	0.0	13
COC(=O)Cn1c(=NC(=O)CN2C(=O)c3ccccc3C2=O)sc2cc(F)ccc21	3.9	1	0.0	-4
Cc1nc2c(C)cccn2c1C(=O)N1CCCCC1	0.9	2	-0.3	5
Cc1cccc(-n2ncc3c(N4CCN(c5ccc(Cl)c(Cl)c5)CC4)ncnc32)c1	-1.5	3	0.0	-1
CC(=O)c1cccc(NC(=O)N(CC2CC2)C2CCN(CCc3ccccn3)CC2)c1	0.8	8	-0.1	0
CN(CCc1ccccn1)C1CCC(=O)N(Cc2ccccc2F)CC1 (configuration not stated)	0.6	-7	-0.1	12
CC(=O)Oc1ccc(/C=C2\N=C(c3cccc(Cl)c3Cl)OC2=O)cc1OC(C)=O	-0.8	-13	-0.1	-1
COc1ccc(-n2nc(C(=O)NCC(=O)N3CCN(c4ccccc4F)CC3)c3ccccc3c2=O)cc1	-2.2	-14	0.2	5
CCCN(CCC)c1ncnc2c1cnn2-c1cccc(C)c1	1.4	-28	0.3	0
C[C@@H]1CN(c2c(F)c(F)c3c(=O)c(C(=O)O)cn(C4CC4)c3c2F)C[C@H](C)N1	-1.4&0.9	8&6	0.0&0.3	21&15
CCN1C(=O)c2cccc3c(NC(=O)c4cc(=O)c5ccccc5o4)ccc1c23	-0.8	3	0.0	16
O=C(Nc1c2c(nn1-c1ccc(F)cc1)CS(=O)C2)c1ccc(S(=O)(=O)N2CCCC2)cc1 (configuration not stated)	0.1	-10	0.0	8
CCOc1ccccc1NC(=O)CSc1nc(N)c(NC(=O)c2cccs2)c(=O)[nH]1	-0.4	9	-0.1	6
O=C(CSc1ccccn1)N/N=C/c1ccccc1	-2.3	-8	0.1	-12
COC(=O)c1ccc(C(=O)OC)c(NC(=O)c2ccc(C)c([N+](=O)[O-])c2)c1	-1.7	10	0.0	-20
COc1cc([N+](=O)[O-])ccc1NC(=O)CSc1nnc(-c2ccc(Cl)cc2)o1	1.7	17	-0.1	-6
NC(=O)COC(=O)c1c(F)cccc1Cl	0.0	9	-0.2	-13
NC(=O)c1ccccc1NC(=O)/C=C/c1cccc([N+](=O)[O-])c1	-1.2	-7	0.7	9
CCOC(=O)Cn1nc(-c2ccc(C)cc2)c2ccccc2c1=O	-1.0	-11	0.0	-5
Cc1nnc(SCc2ccc(C#N)cc2)n1C	0.4	-17	-0.2	5
COC(=O)c1ccc(C(=O)Nc2ccc(N3C(=O)c4ccccc4C3=O)cc2)cc1	-0.5	3	-0.1	5
c1ccc2[nH]c(NCc3ccc4c(c3)OCO4)nc2c1	-2.8	-11	0.0	-3
COc1ccc(SCC(=O)Nc2ccccc2-c2nc3ccccc3s2)cc1	1.2	-6	0.2	9
CC1CCCCC1NC(=O)CCS(=O)(=O)c1cc2c(cc1Cl)NC(=O)CO2 (configuration not stated)	-0.7	-11	-0.4	-11
CCOC(=O)C(CC)Sc1ncnc2c1nnn2-c1ccc(OC)cc1 (configuration not stated)	-0.4	2	0.0	0
Cc1nnc(NC(=O)COc2ccc3c(C)cc(=O)oc3c2)s1	1.5	-2	-0.1	-4
CCN(CC)C(=O)C1CCCN(c2nc(Nc3ccc(NC(C)=O)cc3)c3ncn(-c4ccsc4)c3n2)C1 (configuration not stated)	0.3	24	-0.3	-1
C=CCN(CC=C)C(=O)c1cc(Cl)ccc1[N+](=O)[O-]	-1.4	0	0.4	17
Fc1ccc(C2Oc3ccc(Cl)cc3C3CC(c4ccco4)=NN32)cc1F (configuration not stated)	-1.0	1	-0.2	-2
Cc1cc(=O)[nH]c(-n2ncc(C(=O)NC3CCCC3)c2C)n1	0.5	3	-0.5	19
O=C(NCc1cccs1)C1(c2cccs2)CCOCC1	2.8	9	0.1	10

Part of the list above, as a markdown table.
| compound | GPR151 ag | TEAD-YAP inh | FBW7 act | MITF inh |
| --- | --- | --- | --- | --- |
| COC(=O)c1ccc(C(=O)OC)c(NC(=O)c2ccc(C)c([N+](=O)[O-])c2)c1 | -1.7 | 10 | 0.0 | -20 |
| COc1cc([N+](=O)[O-])ccc1NC(=O)CSc1nnc(-c2ccc(Cl)cc2)o1 | 1.7 | 17 | -0.1 | -6 |
| NC(=O)COC(=O)c1c(F)cccc1Cl | 0.0 | 9 | -0.2 | -13 |
| NC(=O)c1ccccc1NC(=O)/C=C/c1cccc([N+](=O)[O-])c1 | -1.2 | -7 | 0.7 | 9 |

(cont.)
SMILES	GPR151 ag	TEAD-YAP inh	FBW7 act	MITF inh
O=C(O)CCC(=O)Nc1ccc(Oc2ccc(Cl)cc2)cc1	3.4	-2	0.2	-41
Cc1c(C(=O)N(C)CCc2ccccn2)sc2ncnc(N3CCc4ccccc4C3)c12	-0.9	-13	0.1	4
Cn1c(=O)n(CC(=O)N2CCCC2)c2cccnc21	2.0	7	-0.1	-5
COc1ccc(/C=N/NC(=O)CCCNc2cccc(C)c2)cc1OC	-1.1	-18	-0.1	-2
COc1ccc2nc(SCC(=O)NCc3ccccc3)[nH]c2c1	-2.1	-5	0.0	2
CCN1CCN(CCCNc2ncnc3nc[nH]c23)CC1	-2.2	3	0.0	3
CCOC(=O)c1sc2nc(SCc3cc(F)cc4c3OCOC4)n(Cc3ccccc3OC)c(=O)c2c1C	0.3	-6	-0.2	-4
O=[N+]([O-])c1cnc(Nc2cccc3nsnc23)c([N+](=O)[O-])c1	1.2	1	-0.3	-1
CC1CCCC(C)N1NC(=O)c1ccc(Cl)c(S(N)(=O)=O)c1 (configuration not stated)	2.1	2	0.1	2
CCOc1ccc(CC(=O)Nc2c(C(=O)OC)oc3ccc(Br)cc23)cc1OCC	-1.9	-2	0.1	15
COc1cc(CNCc2cccs2)cc(Br)c1OC	0.5	-2	-0.1	-5
Cc1[nH]c2ccccc2c1C(=O)C(=O)NC(C)(C)C	2.1	6	-0.1	1
Cc1cc(N(C)/N=C/c2ccc(OCC(=O)O)cc2)nc(-c2ccccc2O)n1	-0.9	1	-0.1	-4
O=C(N/N=C\c1ccccc1Cl)C(=O)Nc1cccc(Br)c1	0.3	-6	-0.1	-1
C=CCOC(=O)C1=C(C)NC2=C(C(=O)CCC2)C1c1cccc(Cl)c1 (configuration not stated)	0.5	6	0.1	4
CC(C)C(=O)Nc1ccc2c(c1)CCN2C(=O)C1CC1	0.0	-5	0.0	6
Cc1cccc(C(=O)Nc2nc3c(s2)C(=O)CC(C(=O)N2CCC(N(C)C)C2)C3)c1C (configuration not stated)	-0.1	5	-0.1	1
Cn1c(N)c(S(=O)(=O)N2CCN(C(=O)c3ccco3)CC2)c(=O)n(C)c1=O	-1.4	2	0.0	-7
COc1ccc2[nH]cc(CCNc3ncccn3)c2c1	-0.7	-3	0.0	4
CCOC(=O)Nc1ccc2c(COC(=O)C3COc4ccccc4O3)cc(=O)oc2c1 (configuration not stated)	-1.9	-3	0.7	12
NS(=O)(=O)c1ccc(Nc2nc(-c3ccc(Cl)cc3)cs2)cc1	0.5	2	0.2	1
Cc1cc(N2CCOCC2)nc(-c2ccccc2O)n1	-1.6	-7	-0.3	-12
OCCN1C2=NCCN2c2ccccc21	-0.9	5	0.0	14
CSCCC(C(=O)Nc1ccc(C(C)=O)cc1)N1C(=O)c2ccccc2C1=O (configuration not stated)	-1.0	-21	0.5	19
O=C(C1CC1)N1CCC(c2nnc(-c3ccco3)s2)CC1	-1.0	3	0.1	6
COC(=O)c1ccc(/C=c2\sc3nc(-c4ccc(OC)c(OC)c4)nn3c2=O)cc1	0.6	2	0.1	16
CCCNC(=O)c1ccnc(Nc2ccnn2C)c1	-2.0	3	0.3	12
CC1CC(C)CN(S(=O)(=O)c2ccc3c(c2)oc(=O)n3CC(=O)N2CCOCC2)C1 (configuration not stated)	1.5	1	-0.1	2
COc1ccc(Cl)cc1NC(=O)c1c(O)c2cccc3c2n(c1=O)CC3	2.1	1	0.1	8
Cc1onc(C(=O)NCc2cccs2)c1[N+](=O)[O-]	0.0	-2	-0.2	-4
O=C1Nc2cccc3cc(S(=O)(=O)Nc4ccccc4Cl)cc1c23	-1.4	-4	-0.1	-9
O=C1CSC(c2cn(-c3ccccc3)nc2-c2ccc(Cl)cc2)N1Cc1ccccc1 (configuration not stated)	0.9	11	0.1	0
CCOC(=O)C(CC)(CCC(=O)Nc1nccs1)C(=O)OCC	1.2	6	0.0	7
COC(=O)c1ccc(/C=N/n2c(=S)[nH]nc(C)c2=O)cc1	-1.2	1	-0.2	10
CCC(C)c1ccccc1NC(=O)CN(C)CC(=O)Nc1ccccc1SC (configuration not stated)	0.4	36*	-0.4	90*
CCC1=NN2C(=N)/C(=C/c3cn(CCOc4cccc(OC)c4)c4ccccc34)C(=O)N=C2S1	0.8	-6	0.1	-2
Cc1ncn(-c2ccc(Nc3nccc(NCC(=O)O)n3)cc2)n1	0.0	5	0.3	-2
NC(=O)c1sc2nc3cc4c(cc3cc2c1N)OCCO4	-6.2	97*	0.0	6
Cc1ccc(CNC(=O)CCC2CCCN(C(=O)c3cnccn3)C2)o1 (configuration not stated)	0.3	-4	-0.1	1
COCCCN=c1c([N+](=O)[O-])nn(-c2ccc(Cl)cc2)n1O	-0.8	-23	-0.1	-2
COc1ccccc1/C=C/C=C1\N=C(c2cc([N+](=O)[O-])ccc2Cl)OC1=O	0.2	2	0.0	6
C=CCn1cc(C)c(=O)n(CC=C)c1=O	-0.9	4	0.0	4
N#C/C(=C\c1ccc2c(c1)OCO2)C(=O)NCc1cccs1	0.3	-6	-0.1	0
CCCn1c(CCC(=O)Nc2ccc(C)cc2)nc2cccnc21	-0.2	8	0.0	2
CN(c1ccccc1)S(=O)(=O)c1ccc(NC(=O)COc2ccc([N+](=O)[O-])cc2)cc1	0.4	2	0.1	0

Reprinted from the part before: 6 entries, followed by the next part.
SMILES	GPR151 ag	TEAD-YAP inh	FBW7 act	MITF inh
COCCCN=c1c([N+](=O)[O-])nn(-c2ccc(Cl)cc2)n1O	-0.8	-23	-0.1	-2
COc1ccccc1/C=C/C=C1\N=C(c2cc([N+](=O)[O-])ccc2Cl)OC1=O	0.2	2	0.0	6
C=CCn1cc(C)c(=O)n(CC=C)c1=O	-0.9	4	0.0	4
N#C/C(=C\c1ccc2c(c1)OCO2)C(=O)NCc1cccs1	0.3	-6	-0.1	0
CCCn1c(CCC(=O)Nc2ccc(C)cc2)nc2cccnc21	-0.2	8	0.0	2
CN(c1ccccc1)S(=O)(=O)c1ccc(NC(=O)COc2ccc([N+](=O)[O-])cc2)cc1	0.4	2	0.1	0
N#CC1=C(N)N(c2ncn[nH]2)C2=C(C(=O)CCC2)C1c1ccc(Br)cc1 (configuration not stated)	-0.7	-5	0.0	22
Cc1[nH]c2c(C)cccc2c(=O)c1CN1CCCC1	0.7	2	0.3	11
O=C(C1CCC(Cn2c(SCc3cc(=O)n4cc(Cl)ccc4n3)nc3ccccc3c2=O)CC1)N1CCN(c2ccccc2)CC1 (configuration not stated)	-1.4	-1	0.1	9
CC(=O)Oc1ccc(-c2nc3ccc(I)cc3c(=O)o2)cc1	-1.2	0	0.4	8
CCS(=O)(=O)N1CCc2ccc(NS(=O)(=O)C(C)C)cc2C1	-1.1	-2	-0.1	-4
COc1ccc(OC)c(NC(=O)CSc2nc3ccsc3c(=O)n2-c2ccc(Cl)cc2)c1	0.0	16	0.1	0
CCC(C(=O)Nc1cc(C(=O)OC)ccc1C(=O)OC)c1ccccc1 (configuration not stated)	-1.2	-9	0.4	-8
COc1ccc2c(c1)-c1cc(Cl)ccc1S(=O)(=O)N2C(C)=O	-0.4	9	0.8	2
COc1cc(/C=N/NC(=O)c2cccc(NC(=O)c3ccc(C)cc3)c2)cc(OC)c1OC	-0.1	-54	-0.1	-3
CCc1nn2cc(-c3ccc(Cl)cc3)nc2s1	-4.1	12	0.2	6
O=C(Cc1nc2ccccc2[nH]c1=O)Nc1cccc(C(F)(F)F)c1	1.6	-6	0.1	5
Cc1ccccc1NC(=O)/C=C1\SC(=O)NC1=O	-0.2	4	-0.2	-7

Screens: PubChem BioAssay, The Scripps Research Institute Molecular Screening Center
